West Nile antiviral – West Nile virus antiviral activity, cell-based, CPE readout (AID 1621); CPE inhibition, % at 10 µM, or IC50 in µM where a hit was titrated; 290,000 compounds, 0.02% hits; West Nile virus-infected cells, CPE inhibition; higher % means a stronger effect; in the data active = a potency from the dose series; inconclusive = CPE inhibition mostly from about 3.7% at the one dose, without a potency; inactive = the rest, 99 in 100 with CPE inhibition below about 2.2%; note: strong numbers were not always called active
RSV antiviral HEp-2 – RSV antiviral activity via CPE protection, HEp-2 cells, primary 10 µM value included (AID 2391). 310,000 compounds, 0.13% hits. HEp-2 cells, RSV-induced CPE inhibition; higher % means a stronger effect. CPE inhibition, % at 10 µM; hits with a dose series show IC50 in µM; in the data active = a potency from the dose series; inconclusive = CPE inhibition mostly from about 23% at the one dose, without a potency; inactive = the rest, 99 in 100 with CPE inhibition below about 21%; note: strong numbers were not always called active
SIAH1 antagonists – Siah-1 peptide-binding antagonists, primary screen, biochemical, fluorescence polarization, rhodamine-plectin, uHTS (AID 1817); 290,000 compounds, 0.02% hits; Siah-1 / rhodamine-plectin peptide fluorescence polarization; higher % means a stronger effect; one-dose displacement, % at 20 µM; IC50 in µM for titrated hits;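 active = displacement of at least 50% at 20 µM, with a fluorescence ratio check between 0.3 and a set limit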;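 note: plate controls were Siah plus tracer with DMSO for no effect and tracer alone without Siah for full effect; strong numbers were not always called active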
MgcRacGAP inhibition – MgcRacGAP GTPase-activating activity inhibitors, confirmation, biochemical, ADP Hunter fluorescence; AID 624330, 2012; one-dose inhibition, % at 30 µM; IC50 in µM for titrated hits; MgcRacGAP-stimulated Rac1 GTP hydrolysis, ADP Hunter fluorescence; higher % means a stronger effect; GST-tagged Rac1 F28L mutant substrate; Rac GTPase-activating protein 1 (Homo sapiens); 340,000 compounds, 0.6% hits;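 active = first-screen hits whose inhibition reached a set limit at any dose in the follow-up dose series; inconclusive = inhibition above the set first-screen limit but never retested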;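 note: fluorescence reports GDP produced by GAP-driven GTP hydrolysis; strong numbers were not always called active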
UTI89 phage lysis – inhibition of K1F phage lysis, E. coli UTI89, bacterial capsule biogenesis inhibitors, alamar blue (AID 488966) | E. coli UTI89 K1F phage lysis, alamar blue, 2 h; higher % means a stronger effect | inhibition, % at 100 µM; hits with a dose series show IC50 in µM | 340,000 compounds, 0.02% hits;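 active = phage lysis inhibition, versus mean bacterial control, above a set limit; inconclusive = no clear call, values can overlap the other calls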;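 note: capsule biogenesis inhibitors block K1F phage lysis so surviving cells raise fluorescence; higher fluorescence means more inhibition of phage lysis; actives were called in the ten point dose series up to 300 µM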
NTR1 ag – agonists of NTR1, primary screen, imaging, U2OS cells, beta-arrestin-GFP, high content (AID 493036); NTR1-U2OS beta-arrestin-GFP spot imaging, agonist mode; activation, % at 20 µM; 330,000 compounds, 0.17% hits;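 active = activation at or above 40% of the spot to cytoplasm intensity ratio, with at least 20 cells analyzed; inconclusive = wells under 20 cells, flagged as cytotoxic or low count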;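 note: 0% = DMSO without peptide and 100% = 100 nM NTR1 peptide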
Target sequence (P30989 whole entry, looked up): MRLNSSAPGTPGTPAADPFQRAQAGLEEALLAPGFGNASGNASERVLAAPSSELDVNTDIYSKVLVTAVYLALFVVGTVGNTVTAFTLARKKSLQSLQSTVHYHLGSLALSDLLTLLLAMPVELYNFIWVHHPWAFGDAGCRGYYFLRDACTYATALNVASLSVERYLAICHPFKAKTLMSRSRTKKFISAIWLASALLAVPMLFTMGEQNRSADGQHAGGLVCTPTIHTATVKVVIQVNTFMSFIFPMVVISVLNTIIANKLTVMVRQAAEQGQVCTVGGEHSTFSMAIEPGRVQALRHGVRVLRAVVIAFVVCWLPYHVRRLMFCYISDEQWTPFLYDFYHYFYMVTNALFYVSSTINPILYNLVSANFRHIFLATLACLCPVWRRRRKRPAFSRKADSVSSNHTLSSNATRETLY
NS5 inhibitors – Dengue-2 NS5 methyltransferase inhibitors, primary screen, biochemical, confirmation dose response (AID 588689); 340,000 compounds, 0.3% hits; inhibition, % at 25 µM; hits with a dose series show IC50 in µM; Dengue-2 NS5 methyltransferase capping enzyme assay, biochemical; higher % means a stronger effect; Genome polyprotein (Dengue virus type 2 (strain 16681-PDK53)); in the data active = a potency from the dose series; inconclusive = inhibition above about 29% without an active follow-up result
SV40 large T antigen – SV40 large T antigen inhibitors, biochemical (AID 1903) | SV40 large T antigen ATPase/helicase inhibition assay; higher % means a stronger effect | 310,000 compounds, 0.39% hits | inhibition, % at 20 µM, or IC50 in µM where a hit was titrated; in the data active = a potency from the dose series; inconclusive = inhibition mostly from about 32% at the one dose, without a potency; inactive = the rest, 99 in 100 with inhibition below about 32%; note: strong numbers were not always called active
AID2073 – inhibitors of Mint1-CaV2.2 protein interaction, biochemical, HTRF (AID 2073) | Voltage-dependent N-type calcium channel subunit alpha-1B (Homo sapiens) | inhibition, % at 20 µM; hits with a dose series show IC50 in µM | HTRF protein-protein interaction, Mint1-CaV2.2; higher % means a stronger effect | 290,000 compounds, 0.19% hits; in the data active = inhibition mostly above about 51%, no sharp cut-off; inconclusive = no clear call, values can overlap the other calls; inactive = mostly below about 53%; note: some results filed as inactive read as strong as hits
NTR1 ag cell count 20 µM – recorded beside NTR1 ag, whose call it bears; cell count; measured here: cell count, cytotoxicity flag
NS5 inhibitors pilot replicate – further read-out of NS5 inhibitors, marked with its call; inhibition, %; measured here: pilot screen replicate inhibition
* = called active by the depositor; ? = inconclusive; . = not tested or not shown; [ ] = remark or other dose.

SMILES | West Nile antiviral | RSV antiviral HEp-2 | SIAH1 antagonists | MgcRacGAP inhibition | UTI89 phage lysis | NTR1 ag | NTR1 ag cell count 20 µM | NS5 inhibitors | SV40 large T antigen | AID2073 | others
C=CCNC(=S)NNC(=O)c1cccc2ccccc12 | 0.1% | 0.8% | 0% | 4% | 0.5% | -2.5 | 87 | -2% | 1% | -9% | NS5 inhibitors pilot replicate=-0.6
O=C(O)CCCC(=O)NNc1ncnc2ccccc12 | -0.3% | -0.4% | -3% | 3% | 1.5% | 0.1 | 50 | 3% | 5% | 5%
COc1cc(CCC(=O)OCC(=O)Nc2ccccc2C#N)cc(OC)c1OC | 0.0% | -0.3% | 7% | -6% | 0.0% | 0.7 | 83 | -10% | -1% | 5%
CC[C@@]1(C(=O)OC)N[C@H](CN(C)C(=O)NC(C)C)[C@@H]2C(=O)N(C)C(=O)[C@@H]21 | . | . | . | 5% | 0.2% | 1.7 | 70 | -3% | . | . | NS5 inhibitors pilot replicate=4.2
O=C(CNC(=O)c1ccc(Br)o1)NNC(=O)c1ccccc1F | 0.2% | 3.0% | -7% | 4% | 0.2% | 0.0 | 47 | 3% | 7% | 2%
CCCc1cc(=O)oc2cc(C)cc(O)c12 | -0.8% | 6.7% | 3% | 5% | -0.4% | 2.0 | 74 | -1% | 12% | ?
O=C(COC(=O)CCC(=O)c1ccc(Cl)cc1)NC1CC1 | 0.2% | 4.4% | 5% | 2% | -0.1% | 4.5 | 94 | -5% | 2% | 15%
Cc1ccc(NC(=S)NC(=O)C2CC2)c(C)c1 | -1.4% | 2.5% | 3% | 9% | -0.2% | 0.2 | 91 | -1% | 12% | 8%
CCOC(=O)C1=C(COC(=O)c2cc(OC)c(OC)cc2[N+](=O)[O-])NC(=O)NC1C (stereo not drawn) | . | -1.0% | . | -4% | 1.3%[50 µM] | -0.7 | 63 | -1% | 14% | .
COc1cccc(CNC2CCCC2)c1 | 0.5% | 0.3% | 3% | 13% | 4.3% | -0.3 | 52 | 3% | 8% | -3%
O=C(Cn1ccc([N+](=O)[O-])n1)N1CCCCC1 | 0.1% | -0.2% | 0% | 8% | -1.4%[50 µM] | -0.4 | 62 | 5% | 3% | -1%
Cn1c(=O)n(CC(=O)Nc2cccnc2)c2ccccc21 | 0.2% | 1.8% | . | 3% | 2.7% | -0.3 | 70 | -6% | . | .
O=C(CCc1nc2ccccc2[nH]c1=O)N/N=C/c1ccccc1 | -0.7% | -1.8% | -1% | 6% | 0.4% | 0.4 | 24 | 5% | 11% | ?
COCc1cc(=O)n2[nH]c(-c3cccs3)cc2n1 | 0.3% | 3.3% | 0% | 10% | -1.1% | 1.9 | 64 | -5% | 20% | 2%
CN(C)c1ccc(NC(=O)COC(=O)c2cc(=O)c3ccccc3o2)cc1 | 0.2% | 1.4% | -6% | 20% | 0.6%[50 µM] | -2.2 | 49 | 3% | 26% | -43%
O=c1c(Cc2c(F)cccc2Cl)c(O)ccn1CC1CCCO1 (stereo not drawn) | 0.1% | -1.2% | 3% | -3% | -0.5% | 0.3 | 28 | -7% | 23% | 2%
COc1ccc(NC(=O)CSc2nc3ccccc3nc2N2CCCC2)cc1Cl | -1.0% | 4.3% | 0% | 2% | 0.8% | 0.5 | 90 | -3% | 4% | 11%
O=C(NC(=S)N1CCN(C/C=C/c2ccccc2)CC1)c1ccco1 | -1.1% | 0.9% | 7% | 14% | -0.2% | 1.9 | 47 | 6% | 5% | -1%
Cc1ccc(-c2nc(N)sc2CC(=O)OCC(=O)NC2CCCC(C)C2C)cc1 (stereo not drawn) | -0.1% | 0.4% | 4% | 8% | 6.9% | 0.0 | 67 | -12% | 9% | -8%
COc1ccccc1CN(Cc1cc2cc(C)ccc2[nH]c1=O)Cc1nnnn1Cc1ccco1 | -0.1% | ? | -4% | 10% | 0.1% | 3.3 | 57 | -19% | 17% | 15%
S=C(NCCSCc1ccc(Cl)c(Cl)c1)Nc1ccccc1 | 0.8% | 7.5% | . | -1% | 3.2% | 4.5 | 62 | -3% | . | .
CC1CCCCC1NC(=O)COC(=O)C12CC3CC(CC(Cl)(C3)C1)C2 (stereo not drawn) | -0.2% | 1.1% | -1% | 5% | 0.2% | -0.1 | 38 | -11% | 5% | -1%
C#CCOCCOCCOCCNc1nc(N2CCN(C(=O)CCCCCCCCCCNC(=O)[C@H]([C@@H](C)CC)n3cc(CCCCCN)nn3)CC2)nc(N2CCN(C(=O)CCCCCCCCCCNC(=O)[C@H](CO)n3cc(CCCCCN)nn3)CC2)n1 | . | 2.3% | . | ? | -1.9% | 8.4 | 67 | -12% | 20% | .
CCC(Sc1ncccc1C(=O)OC(C)C)C(=O)NCc1ccco1 (stereo not drawn) | 0.7% | . | 1% | 6% | 1.7% | 1.3 | 81 | -2% | 19% | -5%
C=CCNC(=O)CC(=O)N/N=C/c1cccs1 | -0.1% | 1.1% | 1% | 5% | -0.4% | -0.4 | 57 | 2% | 12% | 8%

Other structures.
SMILES | West Nile antiviral | RSV antiviral HEp-2 | SIAH1 antagonists | MgcRacGAP inhibition | UTI89 phage lysis | NTR1 ag | NTR1 ag cell count 20 µM | NS5 inhibitors | SV40 large T antigen | AID2073 | others
CN(CC(=O)Nc1ccccc1F)CC(=O)Nc1ccc(F)c(F)c1F | -0.6% | -0.6% | -5% | 5% | 0.4% | -1.9 | 91 | -5% | 7% | -5%
Cc1ccc(CNC(=O)CN(C)S(=O)(=O)c2cccc3cccnc23)cc1 | ? | -0.1% | 1% | 1% | -3.0% | 1.6 | 60 | -3% | 0% | 2%
C=CCN(c1ccc(C(=O)Nc2ccc(C)c(C)c2)cc1)S(C)(=O)=O | -1.3% | 15% | 3% | 3% | 3.2% | 1.1 | 44 | -1% | 11% | -14%
NS(=O)(=O)c1ccc(N2N=C(c3ccccc3)CC2c2cccc(Br)c2)cc1 (stereo not drawn) | . | . | . | 0% | 0.4% | 16 | 83 | -6% | . | . | NS5 inhibitors pilot replicate=0.6
CCOC(=O)CC1C(=O)NCCN1Cc1ccc(OC)c(OC)c1 (stereo not drawn) | 0.4% | 1.0% | 0% | 1% | 0.0% | -1.2 | 43 | -2% | 18% | 13%
COc1ccccc1CNC(=O)c1ccccc1N(C)S(C)(=O)=O | 0.8% | -0.9% | 2% | 5% | 5.3% | -0.2 | 60 | 6% | 10% | -5%
C=CCSc1nnc(-c2cc3c(s2)-c2ccccc2CC3)o1 | -0.1% | 4.7% | 4% | 9% | 0.9% | 1.9 | 55 | -3% | 6% | 9%
O=[N+]([O-])c1ccc(-n2nncc2-c2ccc(Cl)cc2)cc1 | -0.7% | . | -2% | 6% | -0.9% | 2.6 | 54 | 5% | 6% | 8%
O=C(COC(=O)Cc1ccc(-c2ccccc2)cc1)NCc1ccccc1 | 0.0% | 1.2% | 1% | 2% | 0.0% | -1.6 | 81 | -8% | 5% | 10%
O=C(CCS(=O)(=O)c1ccccc1)Nc1cccc2c1C(=O)NC2=O | 0.5% | 1.7% | 2% | -1% | 0.6% | -0.4 | 56 | -1% | 13% | 24%
O=C(c1ccc2nc(Cc3cccc(Cl)c3)oc2c1)N1CCC[C@H]1CO | -0.5% | 1.4% | 3% | -2% | 0.6% | -0.2 | 65 | -10% | 16% | 10%
CC1=NN(C(=O)Cc2ccccc2)C(O)(c2cccnc2)C1 (stereo not drawn) | -0.1% | -0.7% | 0% | 2% | 4.4% | -1.7 | 41 | -1% | -2% | 14%
N#Cc1ccc(OCC(O)CN2CCN(CC(O)COc3ccc(C#N)cc3)CC2)cc1 (stereo not drawn) | -0.4% | 1.2% | -4% | 5% | 0.1% | 1.7 | 43 | -3% | 5% | 11%
Cc1c(CC(=O)O)c(=O)oc2cc3c(cc12)CCC(C)(C)O3 | 0.4% | 1.3% | 3% | 7% | 0.2% | 1.7 | 91 | -1% | 4% | 9%
Cc1ccc(S(=O)(=O)Cc2ccc(C(=O)N3CCCCC3C)cc2)cc1 (stereo not drawn) | -0.5% | 0.8% | -2% | 6% | -0.2% | 2.5 | 55 | 1% | 2% | -1%
Cc1ccc(CNS(=O)(=O)c2c(C)[nH]c(C)c2C(=O)N2CCCC2)cc1 | -0.2% | 0.8% | -2% | -5% | 0.0% | 0.0 | 70 | 4% | 8% | 4%
Fc1ccc(N2CCN(C(=S)NCC3CCCO3)CC2)cc1 (stereo not drawn) | -0.8% | 3.0% | 1% | 6% | -0.2% | -0.3 | 37 | 4% | 7% | -6%
CN(c1ccccc1)S(=O)(=O)c1ccc(NC(=O)c2ccc(-c3ccccc3)cc2)cc1 | 1.1% | 5.8% | 2% | 5% | 1.3% | 1.2 | 52 | -4% | -8% | 14%
Cc1ccc(/C=C2\C(=O)NC(=O)N2C)o1 | -0.4% | ? | 0% | 13% | 0.5%[50 µM] | 2.1 | 68 | 23% | 10% | 24%
Cc1ccccc1Nc1nc2ccccc2s1 | -0.6% | 8.1% | 2% | 15% | 0.0% | 3.3 | 60 | -5% | 2% | 4%
CCOc1ccc(N2C(=O)CC(N3CCN(c4ccc(C(=O)c5ccncc5)cc4)CC3)C2=O)cc1 (stereo not drawn) | -0.1% | 6.1% | . | 2% | 0.4% | 2.3 | 45 | 3% | . | .
O=C(CCCn1nnc(-c2cccnc2)n1)c1ccc(F)cc1 | -0.8% | 21% | 1% | 2% | -1.4% | -1.0 | 44 | -5% | 8% | 0%
O=C(c1cccc(Cl)c1)N1CCCC(c2ccc(Cl)cc2)=N1 | -0.9% | ? | -1% | 3% | 0.4% | 21 | 45 | -5% | 1% | 30%
CCCSc1nnc(NC(=O)CSc2nc3[nH]c(=O)cc(O)c3s2)s1 | . | 1.8% | . | -1% | 0.0%[50 µM] | 1.4 | 49 | -8% | . | .
Cc1ccccc1C(=O)O/N=C(\N)c1cccc([N+](=O)[O-])c1 | -0.8% | . | -5% | -3% | 2.4% | 0.1 | 73 | 1% | 1% | -5%
CCC(=O)c1c[nH]c(C(=O)NCc2cccnc2)c1 | 0.2% | 1.7% | -2% | 5% | -0.5% | 0.8 | 43 | -8% | 26% | 4%

Assay outcomes (PubChem BioAssay)
